# RGS7-Gao reg = RGS7-Galphao binding modulators, primary screen, biochemical, multiplexed bead flow cytometry; actives lie on both sides; 220,000 tested, 0.35% active; Guanine nucleotide-binding protein G(o) subunit alpha (Homo sapiens), P09471; AID 1439, 2008; binding response (% of control), % at 10 µM; in the data active = binding response below about 49% or above about 150%; inconclusive = no clear call, values can overlap the other calls; inactive = in between;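 note: fluorescent Galphao held in activated GDP-AlF4 state binding bead-coupled RGS7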
# Target sequence (P09471 whole entry, looked up): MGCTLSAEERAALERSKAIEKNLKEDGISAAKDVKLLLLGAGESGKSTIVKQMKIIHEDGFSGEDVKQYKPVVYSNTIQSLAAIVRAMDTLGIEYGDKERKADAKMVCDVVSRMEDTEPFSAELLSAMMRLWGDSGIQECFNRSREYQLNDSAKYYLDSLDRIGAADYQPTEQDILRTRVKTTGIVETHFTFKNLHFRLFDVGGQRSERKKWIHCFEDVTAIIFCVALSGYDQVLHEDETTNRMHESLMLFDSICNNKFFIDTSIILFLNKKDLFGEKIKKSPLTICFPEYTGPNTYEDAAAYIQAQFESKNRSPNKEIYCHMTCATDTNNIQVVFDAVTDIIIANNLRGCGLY
# Bim-Mcl-1 = inhibitors of Bim peptide binding to Mcl-1, primary screen, biochemical, bead-based flow cytometry, multiplex; Induced myeloid leukemia cell differentiation protein Mcl-1 (Homo sapiens), Q07820; Bim peptide-Mcl-1 binding; inhibition, % at 10 µM; 190,000 tested, 0.1% active; AID 1009, 2008;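 note: 0% = no compound tracer wells and 100% = peptide blocker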
# Mcl1-Bid inh = Mcl-1/Bid binding inhibitors, primary screen, biochemical, TR-FRET, 1536-well; inhibition, % at 21.7 µM; Induced myeloid leukemia cell differentiation protein Mcl-1 (Homo sapiens), Q07820; TR-FRET Mcl-1/Bid-Dy647 peptide binding; 220,000 tested, 0.97% active; AID 1021, 2008;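 active = compounds that cut the binding signal by more than half at the single screening dose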;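 note: His-tagged Mcl-1 with europium anti-His antibody binding Bid BH3 peptide; 0% = Mcl-1 plus peptide wells and 100% = peptide-only wells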
# GSH fluor = compound fluorescence on glutathione beads, profiling panel, artefact control, biophysical, 488/530 nm, flow cytometry. AID 1776, 2009. 190,000 tested, 0.25% active. fluorescence (KMESF) at 10 µM. GSH beads flow cytometry, compound fluorescence 488/530 nm; hits give high values; in the data active = fluorescence above about 89;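 note: glutathione beads carrying GST-tagged Bcl family fusion proteins plus one bare bead set; values are compound well signal with DMSO vehicle wells as background; inactives centre near 16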
# RGS4-Gao reg = modulators of RGS4 binding to Galphao, primary screen, biochemical, multiplexed bead flow cytometry; actives lie on both sides; binding response (% of control), % at 10 µM; Guanine nucleotide-binding protein G(o) subunit alpha (Homo sapiens), P09471; 220,000 tested, 0.33% active; in the data active = binding response below about 49% or above about 150%; inactive = in between;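 note: fluorescent Galphao activated with aluminum fluoride binding bead-coupled RGS4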
# Bim-Bcl-W = inhibitors of Bim binding to Bcl-W, primary screen, biochemical, multiplexed, bead-based flow cytometry | Bim peptide-Bcl-W binding | 190,000 tested, 0.02% active | inhibition, % at 10 µM;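 note: 0% = bound tracer without compound and 100% = peptide blocker; higher means less fluorescent Bim peptide bound to Bcl-W beads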
# Target sequence (Q92843 whole entry, looked up): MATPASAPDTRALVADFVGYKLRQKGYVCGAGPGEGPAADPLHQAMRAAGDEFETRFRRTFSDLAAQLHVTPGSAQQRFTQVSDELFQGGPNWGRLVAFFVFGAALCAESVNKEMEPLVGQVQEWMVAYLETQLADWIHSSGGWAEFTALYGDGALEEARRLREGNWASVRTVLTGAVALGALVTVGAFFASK
# Bim-Bcl-B = inhibitors of Bim-Bcl-B binding, primary screen, biochemical, multiplexed, human Bcl-2 family; bead-based flow cytometry, Bim peptide-Bcl-B binding; Bcl-2-like protein 10 (Homo sapiens), Q9HD36; 190,000 tested, 0.073% active; inhibition, % at 10 µM; AID 951, 2007;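 note: 0% = tracer peptide without compound and 100% = reference inhibitor peptide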
# RGS8-Gao = RGS8-Galphao binding modulators, primary screen, biochemical, multiplexed bead flow cytometry. Guanine nucleotide-binding protein G(o) subunit alpha (Homo sapiens), P09471. actives lie on both sides. response (percent of control binding), % at 10 µM. 220,000 tested, 0.34% active. AID 1423, 2008; in the data active = response below about 60% or above about 140%; inactive = in between;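 note: Galphao activated as the GDP aluminium fluoride complex binding bead-coupled RGS8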
# Bim-Bcl-2 = inhibitors of Bim-Bcl-2 binding, primary screen, biochemical, multiplexed, human Bcl-2 family | AID 950, 2007 | 190,000 tested, 0.06% active | inhibition, % at 10 µM | Bead-based flow cytometry, Bim peptide-Bcl-2 binding | Apoptosis regulator Bcl-2 (Homo sapiens), P10415; in the data active = inhibition above about 40%; inconclusive = no clear call, values can overlap the other calls;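 note: 0% = no compound wells with probe peptide and 100% = reference peptide inhibitor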
# Bim-Bfl-1 = inhibitors of Bim binding to Bfl-1, primary screen, biochemical, multiplexed, bead-based flow cytometry; Bcl-2-related protein A1 (Homo sapiens), Q16548; Bim-Bfl-1 binding inhibition; inhibition, % at 10 µM; 190,000 tested, 0.12% active;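 note: 0% = wells without compound plus tracer and 100% = blocker peptide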
# Bcl-XL Bim block = inhibitors of Bim-Bcl-XL binding, primary screen, biochemical, multiplexed, bead flow cytometry, human Bcl-XL | Bcl-2-like protein 1 (Homo sapiens), Q07817 | Bim peptide-Bcl-XL binding, fluorescence | inhibition, % at 10 µM | 190,000 tested, 0.04% active
# Target sequence (Q07817 whole entry, looked up): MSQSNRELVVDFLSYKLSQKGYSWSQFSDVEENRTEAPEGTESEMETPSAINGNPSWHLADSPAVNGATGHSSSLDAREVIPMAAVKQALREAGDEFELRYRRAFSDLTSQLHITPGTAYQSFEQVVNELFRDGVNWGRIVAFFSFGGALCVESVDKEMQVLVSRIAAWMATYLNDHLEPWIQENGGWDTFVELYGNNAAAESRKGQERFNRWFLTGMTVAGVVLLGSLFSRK
# The depositor's hits bear a star; ? = inconclusive. Cut-off read from the data, not from the text of the source, unless noted: active = inhibition above about 40%.
SMILES,RGS7-Gao reg,Bim-Mcl-1,Mcl1-Bid inh,GSH fluor,RGS4-Gao reg,Bim-Bcl-W,Bim-Bcl-B,RGS8-Gao,Bim-Bcl-2,Bim-Bfl-1,Bcl-XL Bim block
Cc1cc(C)cc(NC(=O)COC(=O)CCc2ccc(S(=O)(=O)N3CCOCC3)cc2)c1,104,-1,-2,61,101,-2,-4,102,-5,-9,0
COC(CNC(=O)c1ccc2c(c1)ncn2-c1ccc(F)cc1F)OC,101,-5,-5,17,103,-7,-9,102,-3,-5,-5
O=C(Nc1cccnc1)c1cc(-c2ccc(Cl)cc2)on1,105,0,6,20,102,0,-1,100,-4,-4,-1
CCCNC(=O)C(=O)NCC1CCCN1CC (stereo not drawn),98,0,-12,10,98,0,-3,99,-3,-7,-2
CCOC(=O)C1=C(C)N(C)C(=S)NC1c1cccc(Cl)c1Cl (stereo not drawn),107,-1,-60,18,104,-3,-5,105,0,0,-2
CCCCN(C)C(=O)c1nc2ccccn2c1CN1CCN(C/C=C/c2ccccc2)CC1,92,0,2,18,97,3,5,97,0,3,0
OCCNc1nc2nonc2nc1NCCO,?,-2,-23,12,102,1,-1,98,3,-2,0
COc1ccc(C(=O)COc2cccc(NC(=O)c3ccco3)c2)cc1,102,0,-18,17,101,0,0,98,1,1,2
CC(C)c1[nH]nc2c1C(c1cccnc1)C(C#N)=C(N)O2 (stereo not drawn),101,-2,92*,23,102,4,-5,101,1,-11,-4
O=C(CCc1ccccc1)NC(=S)Nc1cccc(Br)c1,99,-3,-18,10,98,-5,-7,100,-4,-2,-4
CCN(C(=O)c1ccc(NC(C)=O)cc1)c1ccccc1,88,0,-24,15,78,0,1,71,-3,1,0
Cc1ccc(S(=O)(=O)NCCCCCC(=O)Nc2ccccc2)cc1,105,-1,-27,11,105,-3,-3,104,-1,-1,-2
Cc1nn(Cc2ccccc2)c(C)c1N,101,-2,-83,7,104,-4,-2,83,-3,-2,-4
COc1ccc(OC)c2sc(N(CCN(C)C)C(=O)c3cc(Cl)sc3Cl)nc12,98,1,-10,26,99,4,0,101,-1,-4,1
COC(=O)c1ccccc1OCCOc1ccccc1C(=O)OC,97,0,-14,24,98,-2,0,102,1,-1,0
CCOc1cc(/C=N\NC(=O)OC(C)(C)C)ccc1OC(=O)c1ccco1,91,4,-20,25,94,2,0,95,4,-3,-1
O=C(C1CCCN(S(=O)(=O)Cc2ccccc2)C1)N1CCc2ccccc21 (stereo not drawn),97,2,0,63,98,0,0,102,0,-7,-1
CC1(C)CC2(CCO1)N1CC3(C)CN2CC(C)(C1)C3O (stereo not drawn),99,4,-15,11,100,0,-3,102,-11,-14,-4
COc1cc(/C=C(\C#N)c2ccccn2)ccc1OCC(=O)Nc1c(Cl)cccc1Cl,99,-2,32,9,98,-6,-9,99,-3,-1,-5
CCOC(=O)C1CCN(C(=O)C(=O)N2CCC(C(=O)OCC)CC2)CC1,111,-2,19,9,112,-1,0,111,1,-2,-1
CCn1cc(CN2CCN(Cc3ccsc3)C(CCO)C2)cn1 (stereo not drawn),99,-1,1,11,97,-2,-2,97,0,-6,0
O=C(Cc1coc2ccc3ccccc3c12)Nc1nnc(C2CC2)s1,105,-6,-11,10,107,-4,-9,101,-2,5,-6
COc1ccc2cc(C(=O)Nc3ccc(S(N)(=O)=O)cc3)sc(=O)c2c1OC,101,1,-27,21,100,0,-3,98,0,-2,0
COc1ccccc1C(c1nnnn1C1CCCC1)N1CCN2CCCC2C1 (stereo not drawn),102,-8,-22,26,108,-5,-3,107,-13,-4,-5
Cc1ccccc1NC(=O)Cn1nc(C(F)(F)F)cc1C1CC1,93,-2,-12,22,91,2,-3,96,0,4,-1

# (listing goes on)
SMILES,RGS7-Gao reg,Bim-Mcl-1,Mcl1-Bid inh,GSH fluor,RGS4-Gao reg,Bim-Bcl-W,Bim-Bcl-B,RGS8-Gao,Bim-Bcl-2,Bim-Bfl-1,Bcl-XL Bim block
CCOCCCNC(=O)C1CCN(S(=O)(=O)N2CCCCC2)CC1,104,-4,8,31,104,-3,-13,104,-5,-20,-9
NCCCC[C@H]1CNC(=S)N1CC1CCCCC1,104,-4,-8,21,104,-1,1,105,-4,3,-2
CCN1CCN(C(=O)c2cn(CCOC)c(=O)c3c2c2ccccc2n3C)CC1,101,-2,5,14,105,-5,0,102,0,0,-1
CC(=O)/C(N=Nc1cc2c(cc1[N+](=O)[O-])OCCO2)=C(\C)O,?,0,-7,14,98,-5,2,99,3,1,-2
CCOc1ccc(C(=O)C2CCN(C(=O)c3ccccc3C(=O)O)CC2)cc1,100,-2,-35,22,101,-2,-1,100,1,-1,-1
Cc1ccc(NC(=S)N2CCN(C(=O)C3CCCO3)CC2)c(C)c1 (stereo not drawn),102,-1,-122,10,102,0,1,99,0,-2,-4
CCOc1ccc(C(=O)Nc2cc(OC)ccc2OC)cc1,101,0,-15,31,101,1,-7,101,-7,-14,-7
O=C(Cc1ccc(Cl)cc1Cl)NCC1(N2CCOCC2)CCCCC1,98,-2,-12,27,96,0,-1,98,-5,-3,-2
CC(=O)Nc1ccc(NC(=O)CCc2nc3ccccc3c(=O)[nH]2)cc1,93,0,-21,22,91,-1,-6,94,-2,-3,-1
Cc1ccc(NC(=O)c2ccc(OC(F)(F)F)cc2)cc1S(=O)(=O)N(C)C,97,-1,1,10,100,1,-5,98,-4,-2,0
Cc1ccc2cc(C(c3nnnn3C3CCCC3)N(Cc3ccco3)Cc3cccs3)c(=O)[nH]c2c1 (stereo not drawn),96,-4,-48,42,98,4,-9,100,-9,-12,-6
CCN(CC)S(=O)(=O)c1ccc(Cl)c(NC(C)=O)c1,98,0,-18,11,98,0,-2,101,-1,-2,-4
CCC(Sc1nncn1C)C(=O)Nc1nnc(-c2ccc(Cl)cc2)s1 (stereo not drawn),96,-1,29,23,102,2,-5,98,-8,-8,-1
Cc1nn(C)c(C(=O)NNC(=O)Nc2cccc(C(F)(F)F)c2)c1Cl,103,0,-47,22,101,-1,-7,103,0,-4,-4
CCn1c(SCc2nc3ccccc3c(=O)[nH]2)nnc1C(C)NC(=O)c1ccccc1 (stereo not drawn),106,0,-1,10,92,-3,-2,87,0,3,-1
CN1CCN(C(=O)c2cc3nc(-c4ccc(F)cc4)cc(C(F)(F)F)n3n2)CC1,95,0,-32,10,106,0,0,100,0,0,0
Cc1ccc(S(=O)(=O)N2CCN=C2c2ccccc2)cc1C,87,-2,9,12,92,-3,0,73,2,3,-2

# Bioassay records as filed in PubChem.
